Assay outcomes as filed in PubChem BioAssay.
esBAF inh: blocks esBAF chromatin remodeling in mouse ES cells; reporter increase, % at 12.5 µM; Bmi1-luciferase knock-in reporter, 24 h; 100% = twice the neutral-well signal; AID 602393; hit rate 2% among 350,000; in the data active means activation above about 40%; inconclusive means no clear call, values can overlap the other calls;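 further: 0% = median of the plate's neutral control wells and 100% = double that signal; a rise in the Bmi1 reporter signal indicates esBAF inhibition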
S100A4 inh HTS: S100A4-myosin IIA interaction inhibition; P26447; S100A4/TAMRA-MyoIIA peptide fluorescence polarization; inhibition, % at 10.7 µM; hit rate 0.14% among 360,000;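 active means mean inhibition of at least 70% across replicates, with every replicate also reaching that level; inconclusive means mean inhibition reaches 70% but some replicates fall short; inactive means mean inhibition below 70%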
Target sequence (P26447 whole entry, looked up): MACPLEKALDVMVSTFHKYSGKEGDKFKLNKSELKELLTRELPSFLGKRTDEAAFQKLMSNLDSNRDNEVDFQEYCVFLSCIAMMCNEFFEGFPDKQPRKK
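Material: human S100A4 monomer with TAMRA-labelled myosin IIA peptide; buffer or medium: HEPES pH 7.2 with CaCl2, KCl, NaCl, DTT, Triton; compound dosing: one concentration per compound; schedule: 5 min incubation before reading; benchmarks: neutral control DMSO, positive control TFP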
LGR2 antag: blocks bursicon-induced cAMP signaling via Drosophila LGR2. HEK293 LGR2, CRE-luciferase, bursicon-stimulated, 4 h. inhibition, % at 9.99 µM. hit rate 0.35% among 380,000;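 active means drop in luminescence signal, shown as inhibition above about 50% in the replicate tests, limit read from the data, passing the limit was not always enough; inconclusive means probably only some replicates passing the limit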;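 further: agonist challenge used bursicon conditioned medium at about half maximal strength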
SIRT5 block: inhibitors of human sirtuin-5 desuccinylase | Q9NXA8 | Purified SirT5, succinyl-peptide AMC, trypsin-coupled fluorescence | inhibition, % at 15 µM | hit rate 1.1% among 330,000 | AID 652115; in the data active means inhibition above about 15%; inconclusive means no clear call, values can overlap the other calls
Target sequence (Q9NXA8 whole entry, looked up): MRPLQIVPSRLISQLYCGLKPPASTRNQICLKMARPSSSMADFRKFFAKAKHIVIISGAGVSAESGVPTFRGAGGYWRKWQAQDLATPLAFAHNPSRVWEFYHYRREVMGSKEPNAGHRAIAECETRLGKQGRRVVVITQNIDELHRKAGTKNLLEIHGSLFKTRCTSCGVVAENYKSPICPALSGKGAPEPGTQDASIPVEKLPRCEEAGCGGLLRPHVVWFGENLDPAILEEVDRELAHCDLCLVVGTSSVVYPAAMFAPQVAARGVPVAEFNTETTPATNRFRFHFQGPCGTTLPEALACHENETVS
FN deposit inh: fibronectin deposition inhibition. AH1F fibroblasts, Alexa488-fibronectin deposition fluorescence, overnight. hit rate 0.086% among 350,000. inhibition, % at 12.6 µM. AID 743247;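 active means mean inhibition across replicates of 30% or more, regardless of how many single replicates reach that level; inconclusive means mean under 30% yet at least half of replicates reach 30%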;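 further: positive control wells lacked labelled fibronectin entirely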
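Material – AH1F fibroblast monolayer, labelled fibronectin deposition · Reagent – labelled fibronectin 24 nM · Timing – 1 h adhesion, overnight exposure · Measured by – fluorescence at 485 nm excitation, 525 nm emission · Read-out – inhibition of fibronectin deposition signal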
Casp6 inh: caspase-6 (human) enzyme inhibition | P55212 | purified caspase-6, Z-VEID-R110 cleavage fluorescence | inhibition, % at 12.5 µM | hit rate 0.53% among 350,000;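 active means mean inhibition across replicates at least about 35%, with every replicate also reaching that limit, limit read from the data; inconclusive means only one of the two criteria met; inactive means neither criterion met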;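 further: 0% = median of neutral control wells and 100% = no fluorescence left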
Target sequence (P55212 24-179 limits assumed): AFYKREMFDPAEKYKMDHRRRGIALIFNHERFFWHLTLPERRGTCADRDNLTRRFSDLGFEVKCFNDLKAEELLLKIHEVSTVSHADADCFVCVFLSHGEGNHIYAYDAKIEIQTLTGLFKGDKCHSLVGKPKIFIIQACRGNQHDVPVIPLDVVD
Target sequence (P55212 194-293 limits assumed): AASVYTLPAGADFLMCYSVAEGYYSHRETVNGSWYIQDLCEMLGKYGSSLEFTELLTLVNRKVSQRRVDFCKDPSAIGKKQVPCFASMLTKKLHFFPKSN
Statin myotox sup: suppression of simvastatin myotoxicity | rescue of ATP level, % at 7.49 µM | hit rate 0.78% among 330,000 | C2C12 myotubes + simvastatin, ATP luminescence, 48 h; scaled: DMSO 0, geranylgeraniol control 100;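 active means mean ATP rescue above about 67%, or every replicate alone reaching that limit, limit read from the data, passing the limit was not always enough; inconclusive means no clear call, values can overlap the other calls; inactive means mean under the limit and some replicate under it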;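 further: myotubes were challenged with 10 µM simvastatin during compound exposure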
* = called active by the depositor; ? = inconclusive; nt = no result given; & = joins results of further samples. Some of the compounds tested (hit frequency here may not be typical).

Values in the order – esBAF inh	S100A4 inh HTS	LGR2 antag	SIRT5 block	FN deposit inh	Casp6 inh	Statin myotox sup
CC1=C(C(=O)Nc2ccccc2)C(c2ccco2)C(C#N)=C(SCC(=O)Nc2cccc(C)c2C)N1 (stereo not drawn)
    13	nt	2	nt	nt	nt	10
CCCCc1cc(=O)oc2cc(OCC(=O)NCC3CCC(C(=O)O)CC3)ccc12 (stereo not drawn)
    -7	17	-10	nt	nt	-1	1
Cc1ccccc1NS(=O)(=O)c1cc(C(=O)Nc2cccc([N+](=O)[O-])c2)ccc1C
    nt	-5	32	-2	-1	2	nt
CC1(C)O[C@H]2OC([C@H](O)CON3C(=O)c4ccccc4C3=O)[C@H](O)[C@H]2O1 (stereo partly drawn)
    nt	3	nt	0	-14	-4	nt
NC(=O)c1ccccc1NC(=O)COc1ccc2c(c1)OCO2
    48*	-1	-35	1	4	-1	-10
CN1C(=O)c2cc(NC(=O)c3ccc(Cl)cc3)ccc2OC[C@@H]2O[C@@H](CC(=O)NCc3cccc(F)c3)CC[C@@H]21
    11	9	12	3	-5	1	-17
COc1ccc(-c2nc(C#N)c(N3CCCCCC3)o2)cc1OC
    nt	14	-3	-54	nt	7	nt
O=C(COC(=O)C12CC3CC(CC(Br)(C3)C1)C2)Nc1cccnc1Cl
    -2	-1	-1	0	-3	0	0
O=C(CSc1nnc(CNC(=O)c2ccco2)o1)c1ccc(Cl)cc1
    -15	nt	nt	nt	-1	nt	0
C[C@@H]1[C@H]2[C@@H](O[C@@H]3O[C@H](CO)[C@@H](O)[C@H](O)[C@H]3O)OC=C(C(=O)O)[C@H]2C[C@@H]1O
    0	-9	1	-1	nt	3	3
C[C@@H]1CN([C@H](C)CO)S(=O)(=O)c2ccc(C#CCN(C)C)cc2O[C@@H]1CN(C)Cc1ccccc1F
    -4&-2&-9	-5&20&-27	13&11	-2&-3&-3	-4	-21&1&-1	-14&-20&-39
CCOc1ccc(NC(=O)CN(C)C(=O)c2c(C)nn(-c3ccccc3)c2Cl)cc1OCC
    8	-1	-5	-2	1	1	3
O=C(CSc1nc(C2CCCCC2)nc2ccccc12)NCc1ccco1
    1	0	11	-2	6	1	-8
COc1cc(CN2CCCC(C(=O)Nc3cccc(-n4cccn4)c3)C2)ccc1F (stereo not drawn)
    -7	-2	-6	2	5	-4	-4
COC(=O)CCCC1=CC2=CC(=O)C(C)(OC(=O)c3cccs3)C(=O)C2=CN1CC(C)C (stereo not drawn)
    -4	6	7	-5	-6	12	-2
COC(=O)N/N=C1\CCCc2ccccc21
    1	nt	4	nt	-3	nt	11
CCC(=O)Nc1cc(-c2nc3ncccc3o2)ccc1Cl
    -1	-1	0	5	-2	0	1
CCC(CC)C(=O)c1c[nH]c(C(=O)NCc2ccco2)c1
    1	nt	nt	nt	-5	nt	0
CN(CC(=O)NCc1cccs1)S(=O)(=O)c1cccc2cccnc12
    -1	1	14	nt	-4	3	5
CCn1nc(C(=O)OCc2cccc(S(=O)(=O)N(C)C)c2)c2ccccc2c1=O
    nt	3	-16	-4	5	1	nt
CCOc1ccc(NC(=O)CN(C)C(=O)CCCNC(=O)c2ccc(Cl)cc2)cc1OCC
    5	0	-16	nt	-7	-5	1
CCCCC(=O)Nc1nc2c(OC)cc([N+](=O)[O-])cc2s1
    0	-2	-7	2	nt	4	-12
O=C(C[C@H]1CC[C@@H]2[C@H](COC[C@@H](O)CN2C(=O)c2ccncc2)O1)NCc1cc(F)cc(F)c1
    -4	3	-2	1	-7	0	11
CCOc1ccc(S(=O)(=O)N2CCN(C(=O)c3cc(S(=O)(=O)N4CCOCC4)ccc3C)CC2)cc1
    -4	-4	3	-1	nt	4	0
CNC[C@@H]1Oc2ccc(NS(=O)(=O)c3cccs3)cc2C(=O)N([C@H](C)CO)C[C@@H]1C
    -2	-8	-9	5	-6	-4	12
C[C@H](CO)N1C[C@H](C)[C@@H](CN(C)Cc2ccccc2)OCCCC[C@H](C)Oc2ccc(NC(=O)NC3CCCCC3)cc2C1=O
    -9	-30	-8	3	nt	-1	nt
COc1ccc(S(=O)(=O)N(C)C[C@@H]2Oc3c(NC(=O)Nc4cccc5ccccc45)cccc3C(=O)N([C@H](C)CO)C[C@H]2C)cc1
    3	6	-10	5	-5	-2	nt
Cc1nn(-c2ccccc2)c(N2CCCC2)c1/C=N/NC(=S)Nc1ccc(F)cc1
    8	-3	-54	2	3	-2	-5
COc1ccc2nc(C)c3c(c2c1)OC(C(C)(Cl)Br)C3 (stereo not drawn)
    -9	7	5	-4	-1	-1	-33
CN1CCN(S(=O)(=O)c2cccc(C(=O)Nc3ccccc3N3CCOCC3)c2)CC1
    nt	-2	-6	-2	6	2	nt

Individual results from the entries so far.
Reading for CCOc1ccc(S(=O)(=O)N2CCN(C(=O)c3cc(S(=O)(=O)N4CCOCC4)ccc3C)CC2)cc1 under Statin myotox sup: 0
Reading for COc1ccc2nc(C)c3c(c2c1)OC(C(C)(Cl)Br)C3 (stereo not drawn) under Statin myotox sup: -33

Continued:
Values in the order – esBAF inh	S100A4 inh HTS	LGR2 antag	SIRT5 block	FN deposit inh	Casp6 inh	Statin myotox sup
COc1ccc(S(=O)(=O)N2CCOC2CNC(=O)C(=O)NCc2ccccn2)cc1 (stereo not drawn)
    nt	-3	12	-3	nt	0	nt
CS(=O)(=O)N(CC(=O)N1CCc2ccccc2C1)c1ccc(Cl)cc1F
    -2	-1	-12	-7	-1	1	8
CN1C(=O)c2cc(NC(=O)c3ccno3)ccc2OC[C@H]2O[C@@H](CC(=O)NCC3CC3)CC[C@@H]21
    3	-3	-14	2	-18	-1	25
C=CCCCCCCCCC(=O)Nc1ncccn1
    -7	-1	-5	-4	-3	3	15
CCOC(=O)c1ccccc1NC(=O)COC(=O)C1CCCC1
    6	-1	0	-5	-4	2	20
O=C(COc1ccc2c3c(c(=O)oc2c1)CCC3)N[C@@H](Cc1ccccc1)C(=O)O
    -1	-14	nt	-4	nt	1	-3
O=C(Nc1ccc(Nc2ccccc2)cc1)c1cccc(F)c1
    ?	-3	-61	-1	-1	-4	-35
COc1ccc2c3c([nH]c2c1)[C@@H](CO)NCC31CN(S(=O)(=O)c2cccc(C)c2)C1
    nt	nt	5	nt	4	1	nt
O=C(C1CCCC1)N1[C@H](CO)[C@@H](c2ccccc2)C12CN(CCC(F)(F)F)C2
    nt	4	7	-1	9	2	nt
C[C@@H]1CN([C@@H](C)CO)C(=O)Cc2cc(NC(=O)Cc3ccccc3)ccc2O[C@H]1CN(C)S(=O)(=O)c1cccs1
    -3	8	-7	4	1	2	-35
Cc1ccc(-c2cnc3c(c2)C(=O)N([C@H](C)CO)C[C@@H](C)[C@H](CN(C)C(=O)CN(C)C)O3)cc1
    3	-1	0	-1	nt	nt	0
Cc1nn(CC(=O)N(CC(C)C)C2CCS(=O)(=O)C2)c(C)c1[N+](=O)[O-] (stereo not drawn)
    -4	1	-4	nt	nt	0	3
COc1ccccc1C/C(N)=N/OC(=O)/C=C/c1ccccc1
    7	0	-15	1	1	4	10
COc1ccc(CC(=O)NNC(=O)c2c(-c3ccccc3Cl)noc2C)cc1OC
    nt	11	-13	-2	-2	-3	nt
COc1ccc(N(C(=O)c2ccncc2)S(=O)(=O)c2ccccc2)cc1
    nt	-14	-2	0	-9	0	nt
O=C(NC[C@@H]1[C@@H](c2ccccc2)[C@@H](CO)N1Cc1ccccn1)C1CC1
    0	10	-11	-2	nt	-2	10
COc1ccc(S(=O)(=O)N(C)C)cc1NC(=O)CSC(C)C(=O)Nc1cc(C)on1 (stereo not drawn)
    2	-3	-1	3	-4	-22	10
Cc1c(C(=O)Nc2ccncc2)oc2ccccc12
    37	nt	nt	nt	-5	nt	2
O=C(c1ccccc1F)N1CC[C@@H]2[C@@H](CO)Nc3ccc(-c4cccc(F)c4)cc3[C@@H]21
    -3	nt	-7	1	-3	nt	-3
COc1ccc(CCCNC(=O)C2CCC(=O)N(CCCN3CCCC3=O)C2)cc1 (stereo not drawn)
    -2	5	-26	-1	1	0	5
Cn1nc(C(=O)OCC(=O)Nc2ccc3ccccc3c2)c2ccccc2c1=O
    nt	-4	-4	nt	-1	-3	nt
COC(=O)c1cc2c(c3c4cc(F)ccc4n(S(=O)(=O)c4ccccc4)c13)C(=O)N(Cc1ccc(C(F)(F)F)cc1)C2
    nt	-5	nt	nt	3	-3	nt
N/C(Cc1ccc(Cl)cc1Cl)=N\OC(=O)c1ccc(Br)o1
    -3	-12	4	-1	-35	1	nt
Cc1ccccc1NC(=S)NCC(c1cccnc1)N(C)C (stereo not drawn)
    nt	4	19	-4	nt	0	nt
COc1cc(C2C3=C(COC3=O)Oc3cc4c(cc32)OCO4)cc(OC)c1OC (stereo not drawn)
    nt	-2	-27	-2	-4	-3	nt
O=C(NCc1ccc2c(c1)OCO2)c1cc(-c2ccccn2)nc2ccccc12
    -2	1	14	-2	nt	-2	-5
O=[N+]([O-])c1ccc(O)c(Nc2ncnc3ccc(Br)cc23)c1
    nt	-2	-9	-2	-14	-3	nt
Cn1c(/C(C#N)=C(\O)c2ccc([N+](=O)[O-])cc2)nc2ccccc21
    nt	-10	-3	0	13	2	nt
Cc1cccc(-c2ccc([C@@H]3[C@H]4CN(S(=O)(=O)c5cccs5)CCCCN4[C@H]3CO)cc2)c1
    nt	-6	-11	9	nt	-2	nt
Cc1ccc(S(=O)(=O)C2(C(=O)N(C)C3CCCCC3)CC2)cc1
    -9	-5	11	1	nt	1	4
Cc1ccc(S(=O)(=O)N2CCCCC2CCNC(=O)C(=O)NCc2ccccc2)cc1 (stereo not drawn)
    nt	-2	-2	-6	7	1	-78
O=C(c1ccncc1)N1CCc2ccccc2C1
    -4	-1	-1	5	11	34	-1
CCOC(=O)Cn1nc(-c2ccc(F)cc2)cc(Cc2ccccc2)c1=O
    6	-2	nt	-5	nt	10	-5
CNC[C@@H]1Oc2ccc(NC(=O)Cn3cnnn3)cc2CC(=O)N([C@H](C)CO)C[C@@H]1C
    0	6	-12	-5	nt	0	3
CC(=O)N1c2ccc(S(=O)(=O)N3CCC(C(=O)Nc4cccc(Cl)c4)CC3)cc2CC1C (stereo not drawn)
    -17	-4	8	0	-5	-4	-6
C[C@H](O)C#Cc1cnc2c(c1)C(=O)N([C@@H](C)CO)C[C@@H](C)[C@@H](CN(C)C(=O)CN(C)C)O2
    1	-5	-1	4	-3	-4	nt
C[C@H]1CN([C@@H](C)CO)C(=O)c2cc(NC(=O)CCCN(C)C)ccc2O[C@@H]1CN(C)C(=O)Nc1ccccc1
    -3	11	-29	-1	nt	0	-14
CCCN1C[C@@H](C)[C@@H](OC)CN(C)C(=O)c2cc(NC(=O)Nc3ccccc3F)ccc2OC[C@@H]1C
    3	8	-14	-8	-17	nt	1
CC(C)(C)NC(=O)C(c1ccc(F)cc1)N(CC1CCCO1)C(=O)CCC(=O)Nc1ccccn1 (stereo not drawn)
    -5	18	2	0	10	nt	-8
O=C(c1ccccn1)N1CC[C@@H]2[C@H]1c1cc(C#Cc3ccccc3)ccc1N[C@@H]2CO
    1	-3	-45	0	6	2	14
S=C(NCc1ccco1)N1CCN(c2ccccn2)CC1
    nt	-5	-24	-2	-3	-1	nt
COc1ccccc1N(CC(=O)NC(C)(C)C)C(=O)C1CSC(=O)C1 (stereo not drawn)
    5	nt	nt	nt	-4	nt	3
CSc1nc(O)cc(=O)n1-c1ccc(F)cc1
    -3	-4	15	1	3	8	-3
CCN1CCN(c2ccc(S(=O)(=O)N3CCCCC3)cc2NC(=O)c2cc3ccccc3o2)CC1
    -18	-6	-3	-2	-8	8	32
